Screening results: PubChem BioAssay, NCI
All columns: NCI-60 one-dose screen, growth in % after 48 h at 10 µM unless noted; 100 = growth as untreated, 0 = no growth, -100 = all killed.
MDA-MB-231: MDA-MB-231 breast cancer; 81,000 compounds, 5% hits
SR: SR leukemia cells; 73,000 compounds, 8.7% hits
MDA-MB-468: MDA-MB-468 breast cancer; 78,000 compounds, 8.5% hits
MCF7: MCF7 breast cancer; 82,000 compounds, 6.3% hits
BT-549: BT-549 breast cancer. 78,000 compounds, 4.4% hits
HS 578T: HS 578T breast cancer; AID 1794788; 78,000 compounds, 4.1% hits
K-562: K-562 leukemia. AID 1794777. 78,000 compounds, 7.4% hits
T-47D: T-47D breast cancer; 79,000 compounds, 5% hits
An asterisk follows results filed as active; & = joins results of further samples; ! = not active in a repeat. The calls were made as follows: active = growth percent below 10; inactive = the rest. The list is partial; rates above refer to the full screens.

How did Cn1cc(-c2nnc(-c3ccccc3)s2)c2cccnc21 do in these assays?
MDA-MB-231: 63; SR: 90; MDA-MB-468: 65; MCF7: 39; BT-549: 95; HS 578T: 84; K-562: 79; T-47D: 56

What do the screens show for `O=C(Nc1ccc(C(=O)O)c(O)c1)c1ccccc1`?
MDA-MB-231: 104&99; SR: 122&113; MDA-MB-468: 104&105; MCF7: 96&102; BT-549: 104; HS 578T: 119&130; K-562: 102&101; T-47D: 104&101

How did [2H]C1([2H])[C@H](C)O[C@H](C)C([2H])([2H])N1c1ccc(NC(=O)c2cccc(-c3ccc(OC(F)(F)F)cc3)c2C)cn1 do in these assays?
MDA-MB-231: 75; SR: 56; MDA-MB-468: 42; MCF7: 67; BT-549: 64; HS 578T: 88; K-562: 38; T-47D: 42

What do the screens show for `Cn1cc(C(=O)c2nc(-c3cn(C)c4ccc(Br)cc34)no2)c2cc(F)ccc21`?
MDA-MB-231: 101; SR: 25; MDA-MB-468: 91; MCF7: 77; BT-549: 101; HS 578T: 100; K-562: 95; T-47D: 82

How did CC1CCOC2Cn3cc(C(=O)NCc4ccc(F)cc4F)c(=O)c(O)c3C(=O)N12 (centres undefined) do in these assays?
MDA-MB-231: 101; SR: 89; MDA-MB-468: 86; MCF7: 76; BT-549: 100; HS 578T: 93; K-562: 87; T-47D: 86

How did CC(=O)Nc1ccc(O)cc1 do in these assays?
MDA-MB-231: 92&119&101; SR: 99&117; MDA-MB-468: 111&105; MCF7: 107&68&100; BT-549: 101&78&94; HS 578T: 109&113; K-562: 106&83&107; T-47D: 94&103&116

What do the screens show for `Cn1cc(C(=O)c2nc(-c3cn(C)c4ccc(Cl)cc34)no2)c2ccccc21`?
MDA-MB-231: 103; SR: 82; MDA-MB-468: 110; MCF7: 74; BT-549: 105; HS 578T: 95; K-562: 90; T-47D: 86

Results for O=C(O)c1ccc2c(c1)nc(Nc1cccc(Cl)c1)c1ccncc12 ?
MDA-MB-231: 3.6*; SR: -11*; MDA-MB-468: -36*; MCF7: 5.9*; BT-549: -5.6*; K-562: 8.6*; T-47D: -22*

What do the screens show for `O=C(c1ccc2nc(NS(=O)(=O)c3ccc4ccccc4c3)sc2c1)N1CCN(C(c2ccccc2)c2ccccc2)CC1`?
MDA-MB-231: 103; SR: 87; MDA-MB-468: 107; MCF7: 90; BT-549: 86; HS 578T: 88; K-562: 80; T-47D: 81

How did Cc1ccc(NC(=O)CSc2nc(NC(=O)CN3CCN(c4cc5c(cc4F)c(=O)c(C(=O)O)cn5C4CC4)CC3)cc(=O)[nH]2)cc1 do in these assays?
MDA-MB-231: 87; SR: 103; MDA-MB-468: 97; MCF7: 96; HS 578T: 107; K-562: 102; T-47D: 106

How did Cc1ccc(C2CC(c3ccc(N(C)C)cc3)=NN2c2ccc(S(=O)(=O)NC(=O)NCc3ccccc3)cc2)cc1 (centres undefined) do in these assays?
MDA-MB-231: 78; SR: 86; MCF7: 74; BT-549: 94; HS 578T: 86; K-562: 87; T-47D: 84

How did Cn1cc(-c2nc(N)nnc2-c2c[nH]c3ccc(F)cc23)c2cc(F)ccc21 do in these assays?
MDA-MB-231: 84; SR: 53; MDA-MB-468: 35; MCF7: 44; BT-549: 79; HS 578T: 103; K-562: 73; T-47D: 47

Results for CC(=O)Nc1ccccc1 ?
MDA-MB-231: 114&83; SR: 82&95; MDA-MB-468: 108; MCF7: 97&113; BT-549: 110; HS 578T: 100; K-562: 111&89; T-47D: 96&94

What do the screens show for `CCCCC1C(=O)N(c2ccccc2)N(c2ccccc2)C1=O`?
MDA-MB-231: 103; SR: 103; MDA-MB-468: 100; MCF7: 115; BT-549: 99; HS 578T: 114; K-562: 99; T-47D: 109

Results for NC1(c2ccc(-c3nc4ccn5c(=O)[nH]nc5c4cc3-c3ccccc3)cc2)CCC1 ?
MDA-MB-231: 37; SR: -23*; MDA-MB-468: -32*; MCF7: 12; BT-549: 17; K-562: -17*; T-47D: -70*

Results for CC(=O)c1c(C)c2cnc(Nc3ccc(N4CCNCC4)cn3)nc2n(C2CCCC2)c1=O ?
MDA-MB-231: 36; SR: -19*; MDA-MB-468: 27; MCF7: 27; BT-549: 50; K-562: 6.8*; T-47D: 56

What do the screens show for `CN1CCN(C2CCN(C(=O)Nc3cc(Oc4ccc(NC(=O)C5(C(=O)Nc6ccc(F)cc6)CC5)c(F)c4)ccn3)CC2)CC1`?
MDA-MB-231: -66*!; SR: -23*!; MDA-MB-468: -71*!; MCF7: -42*!; BT-549: -69*!; HS 578T: 57; K-562: 0.2*!; T-47D: -66*!

How did Cc1cccc(C)c1NC(=O)C1CCCCN1C (centres undefined) do in these assays?
MDA-MB-231: 105; MDA-MB-468: 107; BT-549: 108; HS 578T: 111; K-562: 99; T-47D: 102

How did CCCCCCc1ccc(O)cc1O do in these assays?
MDA-MB-231: 56; SR: 119; MDA-MB-468: 95; MCF7: 101; BT-549: 85; HS 578T: 111; T-47D: 101

How did COc1cc2ncnc(Oc3cccc(NC(=O)Nc4cc(C(C)(C)C(F)(F)F)on4)c3)c2cc1OC do in these assays?
MDA-MB-231: 11; SR: 29; MDA-MB-468: 12; MCF7: 38; BT-549: 37; K-562: 2.6*; T-47D: 9.5*

Some of these compounds in order of molar mass, rising.
How did CC(=O)Nc1ccc(O)cc1 do in these assays?
MDA-MB-231: 92&119&101; SR: 99&117; MDA-MB-468: 111&105; MCF7: 107&68&100; BT-549: 101&78&94; HS 578T: 109&113; K-562: 106&83&107; T-47D: 94&103&116

What do the screens show for `O=C(Nc1ccc(C(=O)O)c(O)c1)c1ccccc1`?
MDA-MB-231: 104&99; SR: 122&113; MDA-MB-468: 104&105; MCF7: 96&102; BT-549: 104; HS 578T: 119&130; K-562: 102&101; T-47D: 104&101

How did Cn1cc(-c2nc(N)nnc2-c2c[nH]c3ccc(F)cc23)c2cc(F)ccc21 do in these assays?
MDA-MB-231: 84; SR: 53; MDA-MB-468: 35; MCF7: 44; BT-549: 79; HS 578T: 103; K-562: 73; T-47D: 47

What do the screens show for `Cn1cc(C(=O)c2nc(-c3cn(C)c4ccc(Cl)cc34)no2)c2ccccc21`?
MDA-MB-231: 103; SR: 82; MDA-MB-468: 110; MCF7: 74; BT-549: 105; HS 578T: 95; K-562: 90; T-47D: 86

How did CC1CCOC2Cn3cc(C(=O)NCc4ccc(F)cc4F)c(=O)c(O)c3C(=O)N12 (centres undefined) do in these assays?
MDA-MB-231: 101; SR: 89; MDA-MB-468: 86; MCF7: 76; BT-549: 100; HS 578T: 93; K-562: 87; T-47D: 86

Results for CC(=O)c1c(C)c2cnc(Nc3ccc(N4CCNCC4)cn3)nc2n(C2CCCC2)c1=O ?
MDA-MB-231: 36; SR: -19*; MDA-MB-468: 27; MCF7: 27; BT-549: 50; K-562: 6.8*; T-47D: 56

What do the screens show for `Cn1cc(C(=O)c2nc(-c3cn(C)c4ccc(Br)cc34)no2)c2cc(F)ccc21`?
MDA-MB-231: 101; SR: 25; MDA-MB-468: 91; MCF7: 77; BT-549: 101; HS 578T: 100; K-562: 95; T-47D: 82

How did [2H]C1([2H])[C@H](C)O[C@H](C)C([2H])([2H])N1c1ccc(NC(=O)c2cccc(-c3ccc(OC(F)(F)F)cc3)c2C)cn1 do in these assays?
MDA-MB-231: 75; SR: 56; MDA-MB-468: 42; MCF7: 67; BT-549: 64; HS 578T: 88; K-562: 38; T-47D: 42

How did COc1cc2ncnc(Oc3cccc(NC(=O)Nc4cc(C(C)(C)C(F)(F)F)on4)c3)c2cc1OC do in these assays?
MDA-MB-231: 11; SR: 29; MDA-MB-468: 12; MCF7: 38; BT-549: 37; K-562: 2.6*; T-47D: 9.5*

How did Cc1ccc(C2CC(c3ccc(N(C)C)cc3)=NN2c2ccc(S(=O)(=O)NC(=O)NCc3ccccc3)cc2)cc1 (centres undefined) do in these assays?
MDA-MB-231: 78; SR: 86; MCF7: 74; BT-549: 94; HS 578T: 86; K-562: 87; T-47D: 84

Next part
How did CCN1CCN(Cc2ccc(-c3cc4c(N[C@H](C)c5ccccc5)ncnc4[nH]3)cc2)CC1 do in these assays?
MDA-MB-231: 30; SR: 21; MDA-MB-468: -39*; MCF7: 49; BT-549: 79; K-562: 5.1*; T-47D: 29

How did CC[C@@]1(O)C(=O)OCc2c1cc1n(c2=O)Cc2c-1nc1cc(F)c(C)c3c1c2[C@@H](N)CC3 do in these assays?
MDA-MB-231: 11; MDA-MB-468: -77*; MCF7: 8.7*; BT-549: -11*; HS 578T: 51; T-47D: -3.9*

Results for CC[C@@H]1C(=O)N(C)c2cnc(Nc3ccc(C(=O)NC4CCC(N5CCN(CC6CC6)CC5)CC4)cc3OC)nc2N1C(C)C (some centres undefined) ?
MDA-MB-231: 5.2*; SR: -12*; MDA-MB-468: -54*; MCF7: -24*; BT-549: 18; K-562: -6.2*; T-47D: 7.5*

What do the screens show for `[2H]C1([2H])N(C(=O)c2cc(Cc3n[nH]c(=O)c4ccccc34)ccc2F)C([2H])([2H])C([2H])([2H])N(C(=O)C2CC2)C1([2H])[2H]`?
MDA-MB-231: 102; SR: 74; MDA-MB-468: 92; MCF7: 93; BT-549: 78; HS 578T: 87; K-562: 87; T-47D: 74

How did C(=C\c1cn(-c2ccccc2)nc1-c1ccccc1)/c1nnc(-c2ccncc2)o1 do in these assays?
MDA-MB-231: 91; SR: 97; MDA-MB-468: 104; MCF7: 91; BT-549: 92; HS 578T: 94; K-562: 97; T-47D: 79

What do the screens show for `CCOC(=O)NNc1nncc2ccccc12`?
MDA-MB-231: 101; SR: 93; MDA-MB-468: 105; MCF7: 105; BT-549: 113; HS 578T: 99; K-562: 82; T-47D: 95

What do the screens show for `COc1ccc2c(c1)c(-c1nnc(-c3cn(C)c4ncccc34)s1)cn2C`?
MDA-MB-231: 87; SR: 57; MDA-MB-468: 89; MCF7: 74; BT-549: 71; HS 578T: 86; K-562: 52; T-47D: 45

What do the screens show for `COc1ccc(-n2[nH]c3c(cnc4ccccc43)c2=O)cc1`?
MDA-MB-231: 119; MDA-MB-468: 99&108; MCF7: 93&99; BT-549: 95&90; HS 578T: 97&117; K-562: 91&112; T-47D: 88

Results for Cc1cccc(NC(=O)Nc2ccc3nc(NS(=O)(=O)c4ccc5ccccc5c4)sc3c2)c1 ?
MDA-MB-231: 97; SR: 79; MDA-MB-468: 98; MCF7: 98; BT-549: 88; HS 578T: 95; K-562: 97; T-47D: 91

What do the screens show for `CCCCCC(=O)O[C@]1(C(C)=O)CCC2C3CCC4=CC(=O)CC[C@]4(C)C3CC[C@@]21C` (some centres undefined)?
MDA-MB-231: 29; SR: 2.5*; MDA-MB-468: -2.6*; MCF7: 13; BT-549: 31; HS 578T: 55; T-47D: 29

Results for O=C(c1cccs1)C1C(c2cccs2)CC(O)(c2cccs2)C(C(=O)c2cccs2)C1c1cccs1 (centres undefined) ?
MDA-MB-231: 92; SR: 92; MDA-MB-468: 98; MCF7: 88; BT-549: 107; HS 578T: 93; K-562: 86; T-47D: 70

How did COc1ccc(/C=C/C(C)=N/OCC(=O)Nc2ccc(OC)cc2)cc1 do in these assays?
MDA-MB-231: 101; SR: 90; MDA-MB-468: 108; MCF7: 92; BT-549: 110; HS 578T: 103; K-562: 111; T-47D: 94
